Source: PubChem BioAssay
Hsp70 inhibitors: Hsp70 inhibitors, probe displacement, primary screen, biochemical, fluorescence polarization (AID 583) | Hsp70 fluorescence polarization probe displacement, mP; higher % means a stronger effect | one-dose displacement, % at 20 µM; IC50 in µM for titrated hits | 140,000 tested, 0.06% active; in the data active = displacement above about 50%;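 also: plate controls were vehicle for no effect and reference ligand for full effect; a part of the inactive calls stands beside numbers as strong as those of hits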
MKP-3 inhibition: MKP-3 phosphatase inhibitors, primary screen, biochemical, rat enzyme, in vitro (AID 425); 110,000 tested, 0.17% active; inhibition, % at 20 µM, or IC50 in µM where a hit was titrated; recombinant MKP-3 phosphatase activity, fluorescence; higher % means a stronger effect; in the data active = inhibition above about 50%;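 also: plate controls were vehicle for no effect and reference inhibitor for full effect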
* hit, by the source's call; · = not tested or not shown; & = joins results of further samples. This is a subset. The share of hits here may be higher or lower than overall.

Preview (7 entries):
Hsp70 inhibitors	MKP-3 inhibition	Structure
-6.0%&4.0%	-3%	COC(=O)C(C)N(C(=O)c1ccc(Cl)cc1)c1c(C)cccc1C (configuration not stated)
-4.9%	4%	N#C/C(=C\c1ccccc1)C(=O)Nc1sc2c(c1C(N)=O)CCCC2
2.2%	2%	Nc1c(S(=O)(=O)c2cccs2)c2nc3ccccc3nc2n1Cc1ccc2c(c1)OCO2
-2.5%	3%	CCCCCSc1nnc2nc(C)cc(C)n12
-6.7%	·	COc1cccc(/C=N/Nc2nc(N3CCCC3)nc(N3CCCC3)n2)c1O
0.9%	5%	COc1cc(/C=N/N2C(=O)c3cccc4cccc(c34)C2=O)ccc1O
-5.3%	2%	COCCCNC(=O)c1ccc(CNS(=O)(=O)c2ccc(NC(C)=O)cc2)cc1

The listing, repeating the preview:
Hsp70 inhibitors	MKP-3 inhibition	Structure
-6.0%&4.0%	-3%	COC(=O)C(C)N(C(=O)c1ccc(Cl)cc1)c1c(C)cccc1C (configuration not stated)
-4.9%	4%	N#C/C(=C\c1ccccc1)C(=O)Nc1sc2c(c1C(N)=O)CCCC2
2.2%	2%	Nc1c(S(=O)(=O)c2cccs2)c2nc3ccccc3nc2n1Cc1ccc2c(c1)OCO2
-2.5%	3%	CCCCCSc1nnc2nc(C)cc(C)n12
-6.7%	·	COc1cccc(/C=N/Nc2nc(N3CCCC3)nc(N3CCCC3)n2)c1O
0.9%	5%	COc1cc(/C=N/N2C(=O)c3cccc4cccc(c34)C2=O)ccc1O
-5.3%	2%	COCCCNC(=O)c1ccc(CNS(=O)(=O)c2ccc(NC(C)=O)cc2)cc1
9.8%	2%	CCSc1nnc2n(Cc3ccccc3)c(=O)c3c4c(sc3n12)CC(C(C)(C)C)CC4 (configuration not stated)
-1.1%	-16%	COC(=O)c1ccccc1N(Cc1ccccc1)S(C)(=O)=O
-0.8%	3%	O=C(CCCN1C(=O)/C(=C\c2cccs2)SC1=S)Nc1ccccn1
0.9%	0%	COc1ccc(NCN2C(=O)CSC2=O)cc1Cl
1.0%	-11%	CCNc1cc2n(c(=O)n1)CCc1cc(OC)c(OC)cc1-2
4.7%	-16%	C[C@@H]1C[C@H]2[C@@H]3CCC4=CC(=O)C=C[C@]4(C)[C@@]3(F)[C@@H](O)C[C@]2(C)[C@H]1C(=O)CO
-2.3%	-13%	Cc1cc(C)cc(NC(=O)CCN2CC(C)OC(C)C2)c1 (configuration not stated)
0.5%	·	O=S(=O)(NCc1ccccn1)c1ccccc1
0.6%	0%	COC(=O)c1ccc(N2C(=O)c3ccccc3C2=O)cc1
-1.4%	-4%	O=C(Nc1ccc(NC(=O)c2ccc(-c3cccc(Cl)c3)o2)cc1)c1ccco1
22%	-14%	COc1ccc2nc(N3CCCC(O)C3)c(C#N)cc2c1 (configuration not stated)
-0.8%	-10%	Cc1ccc2c(C(=O)CN3CCCCC3CCO)c(C)[nH]c2c1 (configuration not stated)
0.4%	·	CO/N=C/NC(=O)N1OC[C@@H]2COc3ccc4ccccc4c3[C@@H]21
0.2%	-1%	O=C1C(=O)N(c2cccc([N+](=O)[O-])c2)C(c2ccccc2F)/C1=C(/O)c1ccccc1 (configuration not stated)
4.4%	-2%	O=C(Nc1cccc(Br)c1)c1ccc([N+](=O)[O-])cc1
-0.4%	4%	COCCOC(=O)C1=C(C)NC(C)=C(C(=O)OCCOC)C1c1ccc(-c2cccc(Cl)c2Cl)o1
-1.8%	2%	CCOC(=O)C(Cc1cc(C)c(CC(C(=O)OCC)C(=O)OCC)cc1C)C(=O)OCC
0.2%	-3%	Cn1ccnc1SCC(=O)Nc1ccc2c(c1)COC2=O
7.8%	-7%	O=C1CC(N2CCN(C(c3ccccc3)c3ccccc3)CC2)C(=O)N1 (configuration not stated)
4.0%	-1%	O=C(Nc1ccccc1C(=O)N1CCCC1)c1cccc(F)c1
-3.6%	5%	CCc1ccc2[nH]c(=O)c(CN(CCCN3CCOCC3)C(=O)Nc3ccc(F)cc3)cc2c1
-2.1%	-4%	COC(=O)c1ccc(NC(=O)Cc2ccccc2[N+](=O)[O-])cc1
-0.8%	0%	CCCCOC(=O)Nc1nc(CC(=O)OCC)cs1
-3.6%	0%	O=C(O)C(Cc1ccccc1)N1C(=O)/C(=C/C=C/c2ccccc2)SC1=S (configuration not stated)
-4.4%	4%	COP(=O)(OC)C(Nc1cccc([N+](=O)[O-])c1)c1cccc([N+](=O)[O-])c1 (configuration not stated)
2.0%	-4%	Cc1ccc(S(=O)(=O)NC(CC(=O)NCc2ccco2)c2ccco2)cc1 (configuration not stated)
0.1%	·	COc1ccc(S(=O)(=O)Nc2cc3c4c(oc3c3ccccc23)CC(C)(C)CC4=O)cc1
-1.7%	-1%	COc1ccc(-c2nnc(-c3cccc([N+](=O)[O-])c3)o2)cc1
-17%	-11%	CCN(CC)c1ccc2cc(C(=O)Nc3cccnc3N3CCOCC3)c(=O)oc2c1
-2.0%&-1.5%	10%&2%	Cc1ccc(C(=O)NCc2ccc(Cl)c(Cl)c2)o1
1.1%	8%	COC(=O)C1=C(C)N(C)C(C)=C(C(=O)OC)C1c1cc(Br)c(OC)c(OC)c1
-1.1%	·	Cc1ccc(CSc2nncn2-c2ccccn2)cc1
3.9%	-4%	CCOC(=O)C1=C(C)Nc2ccccc2N=C1NC(=O)c1cccc(S(=O)(=O)N(C)C)c1
2.1%&-1.6%	0%	COc1ccc(-c2cc(-c3ccccc3O)[nH]n2)cc1
-2.0%	4%	Cc1csc(SCC(=O)c2ccc(S(=O)(=O)N3CCOCC3)cc2)n1
-1.1%	-5%	Cc1ccc(C)c(N2CCN(C(=O)CC3Sc4ccccc4NC3=O)CC2)c1 (configuration not stated)
-1.3%	0%	CS(=O)(=O)N(CC(=O)Nc1ccc(Oc2ccccc2)cc1)c1ccccc1Cl
0.8%	·	COCCCN1C(=O)c2ccc(C(=O)Nc3cccc(OC)c3)cc2C1=O
-3.9%	-5%	CCOC(=O)c1[nH]c2cc3c(cc2c1NC(=O)CN1CCC2(CC1)OCCO2)OCO3
-1.8%	-6%	Cn1c(C(=O)NCCCN2CCN(c3ccccc3F)CC2)cc2c(=O)[nH]c3ccccc3c21
-3.7%	-4%	CCCCC(=O)Nc1ccc(N2CCN(S(C)(=O)=O)CC2)cc1
5.7%	-3%	O=C(CN1C(=O)NC(Cc2ccccc2)C1=O)Nc1ccccc1 (configuration not stated)
2.9%	0%	Cc1ccc(NC(=O)c2cccc(F)c2)cc1C
-4.7%	·	COC(=O)Cc1c(C)nc2nc(NCc3cccc([N+](=O)[O-])c3)[nH]n2c1=O
6.8%	-6%	COC(=O)c1cnn2c3c(c(C)nc12)CCCC3
1.5%	·	Clc1ccc2c(c1)C1=C(C(c3ccncc3)O2)C(c2ccc(Br)cc2)n2ncnc2N1 (configuration not stated)
-3.8%	-8%	CNc1nnc(-c2ccncc2)s1
0.8%	-11%	CCCc1cc(=O)[nH]c(SCC(=O)N(C)C2CCS(=O)(=O)C2)n1 (configuration not stated)
23%	·	O=C1c2cccc(O)c2C(=O)c2c(O)cccc21

Going on with the list.
Hsp70 inhibitors	MKP-3 inhibition	Structure
9.5%	2%	COc1ccc(C(=O)N2CCN(C(=O)c3cccc(Cl)c3)CC2)cc1OC
-0.3%	5%	CC(Nc1cc(N2CCN(CCO)CC2)ccc1[N+](=O)[O-])c1ccc(Br)cc1 (configuration not stated)
0.9%	4%	CC(/C=C1\SC(=S)N(NC(=O)c2cccc(O)c2)C1=O)=C\c1ccccc1
2.8%	4%	Cc1ccc(OCC(=O)Nc2cccc(C(=O)Nc3ccccc3C(=O)O)c2)cc1C
-0.1%	0%	CCOc1cccc(C(=O)Nc2nnc(CSCc3ccccc3)s2)c1
0.7%	0%	C[n+]1ccc(/C=C/c2cccc([N+](=O)[O-])c2)cc1
0.8%	-11%	Cc1ccc(O)c(-c2cc(C(F)(F)C(F)F)nc(-c3ccccc3)n2)c1
3.0%	6%	COc1ccc(CCNc2oc(Cc3cccc4ccccc34)nc2C#N)cc1OC
-0.6%	2%	COc1ccccc1-c1nnc(NC(=O)c2ccc(S(=O)(=O)N(C)Cc3ccccc3)cc2)o1
-1.6%	2%	CCN(CC)C(=O)CN(c1ccccc1OC)S(=O)(=O)c1ccccc1
-0.8%	·	CCCCCNC(=O)CN(c1ccc2c(c1)OCO2)S(C)(=O)=O
3.1%	2%	CCCOc1ccccc1Nc1nnc(C)c(=O)[nH]1
-3.8%	-4%	CC(C)(C)NC(=O)CSc1nnc(-c2ccncc2)n1Cc1ccccc1
-0.1%	0%	c1ccc(CN2CCC(N3CCNCC3)CC2)cc1
-1.5%	-4%	Cc1ccc(-c2nnnn2CS(=O)(=O)c2ccccc2)cc1
-3.1%&3.4%	-4%&4%	O=C(Nc1ccc(Cl)cn1)c1cccc(F)c1
5.2%	·	Cc1cccc(NC(=O)Cc2ccc(F)cc2)c1
1.9%	-1%	O=S(=O)(N=C(Nc1ccccn1)c1ccccc1)c1ccc(Cl)cc1
2.8%	1%	CCCC1=NN(c2ccc([N+](=O)[O-])cc2)C(=O)/C1=C\N(C)C
-1.1%	2%	COc1ccc(/C=C/C(=O)c2c(-c3ccccc3)c3cc(Br)ccc3[nH]c2=O)cc1
-0.3%	0%	Cc1cccc(-n2c(=O)[nH]c3c(C(N)=O)nc(-c4ccccc4Cl)nc32)c1
5.0%	0%	COc1ccccc1/C=C1\SC(=S)N(NC(=O)c2ccccc2Cl)C1=O
-4.8%	·	CC(C)(C)C(=O)Nc1nnc(SCc2ccc(F)cc2)s1
1.5%	·	CCOC(=O)C(C)Sc1nc2c([nH]c3ccccc32)c(=O)n1C (configuration not stated)

Shown field by field: entries from further up.
COc1ccc(/C=C/C(=O)c2c(-c3ccccc3)c3cc(Br)ccc3[nH]c2=O)cc1
  Hsp70 inhibitors = -1.1%; MKP-3 inhibition = 2%
Cc1cccc(-n2c(=O)[nH]c3c(C(N)=O)nc(-c4ccccc4Cl)nc32)c1
  Hsp70 inhibitors = -0.3%; MKP-3 inhibition = 0%
COc1ccccc1/C=C1\SC(=S)N(NC(=O)c2ccccc2Cl)C1=O
  Hsp70 inhibitors = 5.0%; MKP-3 inhibition = 0%
CC(C)(C)C(=O)Nc1nnc(SCc2ccc(F)cc2)s1
  Hsp70 inhibitors = -4.8%; MKP-3 inhibition = ·

Going on with the list.
Hsp70 inhibitors	MKP-3 inhibition	Structure
-1.6%	4%	CCOC(=O)c1cccc(N2C(=O)C3C4C=CC(C4)C3C2=O)c1 (configuration not stated)
4.2%	2%	CS(=O)(=O)/N=C(\N)Nc1nc2ccccc2o1
2.0%	-8%	CCOc1ccccc1NC(=O)CSc1nnc(CNC(=O)COc2ccc(Cl)cc2)o1
0.1%	·	N#C/C(=C\c1ccccc1Cl)C(=O)NC(=O)Oc1ccccc1
4.7%	-1%	Cc1nnc(NC(=O)CSc2ccccn2)s1
-3.2%	24%	Cc1cc(C)cc(NC(=O)c2nnn(Cc3cc(C)ccc3C)c2N)c1
-0.6%	4%	O=C(Nc1ccc(-c2nc3ccccc3c(=O)o2)cc1)c1ccccc1F
8.2%	-7%	O=C(NCCOc1ccccc1F)c1cccs1
5.1%	0%	COc1ccc(/C=C/C(=O)NCCSc2ccccn2)cc1
6.8%	0%	Cc1cccc(C(=O)N/N=C/c2ccc(OCC(=O)N3CCCCC3)cc2)c1
8.9%	0%	COc1cc(/C=N/Nc2nncc(=O)[nH]2)ccc1O
13%	-11%	O=C(NCc1cccnc1)c1cccc(NC(=O)c2ccco2)c1
4.4%	·	COc1cc(C(c2c(C)[nH][nH]c2=O)c2c(C)[nH][nH]c2=O)ccc1OS(=O)(=O)c1ccc(C)cc1
1.9%	-2%	Cc1ccc(NC(=O)CSc2ccc(Cl)cc2Cl)cc1
-3.3%	-6%	CCOc1nc(-c2ccc(OC)cc2)ccc1-c1noc(-c2cccnc2)n1
0.7%	·	COc1ccc(OCC(=O)N2CCN(S(=O)(=O)c3ccc(Cl)cc3)CC2)cc1
10%	·	Cc1cccc(C)c1-n1c(SCC(=O)NCc2ccco2)nc2ccccc2c1=O
3.5%	-5%	COc1ccc(N2CCN(C(=O)C3CCCN(S(=O)(=O)c4cccc5cccnc45)C3)CC2)cc1 (configuration not stated)
3.1%	-1%	CC(=O)N1N=C(c2ccccc2)CC1c1ccc([N+](=O)[O-])cc1 (configuration not stated)
-7.2%	1%	N#C/C(=C\c1ccc(Cl)cc1)c1nn(CCO)c(N)c1C#N
143%	-24%	O=C1CCN2C=Nc3cccc4ccc1c2c34
5.3%	·	Cc1ccccc1Cn1c(CN2CCc3ccccc3C2)nc2c1c(=O)n(C)c(=O)n2C
1.4%	-2%	COC(=O)CC(=O)CSc1nc(C)cc(C)c1C#N
-3.2%	2%	CC(C)(C)NC(=O)CC12CC3CC(C1)CC(CC(=O)NC(C)(C)C)(C3)C2
-3.4%	2%	CCOC(=O)c1ccc(NC(=O)COc2ccc3ccccc3c2)cc1
1.8%	-5%	COc1ccc(C(=O)/C=C/Nc2ccccc2O)cc1
1.6%	6%	Cc1cc2cc(CNS(=O)(=O)c3ccccc3)ccc2n1C
10%	6%	O=C1c2ccccc2C(Nc2ccccc2F)N1c1cccnc1 (configuration not stated)
1.2%	2%	CCC1CCc2c(sc3nc(SCC(=O)NCCc4ccccc4)n(-c4ccccc4)c(=O)c23)C1 (configuration not stated)
-2.6%	0%	CNS(=O)(=O)c1ccc(N/C=C(\C=O)c2nc3cc(Cl)ccc3o2)cc1
0.8%	-4%	CSc1nnc(Cc2cc(=O)[nH]c(=O)[nH]2)n1-c1cccc(C)c1
4.3%	-4%	O=C(NCc1ccco1)C1CC(=O)N(c2ccc(Br)cc2)C1 (configuration not stated)
-6.4%	3%	O=C(Nc1ccc(Cl)c(C(F)(F)F)c1)c1ccc(Cl)c([N+](=O)[O-])c1
-1.5%	0%	Oc1c(C(c2cccs2)N2CCN(c3ccc(F)cc3)CC2)sc2ncnn12 (configuration not stated)
5.6%	0%	O=C(Nc1ccc(F)cc1)Nc1cccc(NC(=O)Nc2ccc(F)cc2)c1
